TWEAK-Fn14 inh: inhibitors of TWEAK-Fn14 signaling, primary screen, luciferase reporter cells, uHTS; TWEAK-stimulated Fn14 reporter cells, luciferase luminescence, 8 h; inhibition, % at 10 µM; actives 2% (n = 360,000); AID 1159606, 2016; in the data active means inhibition above about 50%
iPSC survival up: enhancers of single-cell hiPSC survival, primary screen, ATPlite luminescence | 100% = ROCK inhibitor wells, 0% = DMSO | survival enhancement, % at 20 µM | AID 602274, 2012 | actives 0.044% (n = 360,000); in the data active means survival enhancement above about 18%;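 further: cells exposed to compounds for 16 hours before the ATP read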
TRPM1 prom inh: inhibitors of MITF-dependent TRPM1 promoter reporter, primary screen, cell-based, SK-MEL-5, single point, luciferase; SK-MEL-5 TRPM1 promoter luciferase, 24 h; inhibition, % at 12.5 µM; actives 0.83% (n = 330,000);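 active means mean inhibition across replicates of 60% or more, whatever share of single replicates reaches that level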; further: values of inactives mirror those of a sister screen read the other way
HIF-2a block: HIF-2a reporter inhibitors, primary screen, luminescence, 786-0 RCC cells; 786-0 RCC cells HIF-2a reporter, luciferase luminescence, overnight; inhibition, % at 18.8 µM; actives 0.72% (n = 360,000);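 active means inhibition of the luminescence signal of 40% or more relative to plate controls, in a single-dose primary screen at 18.75 µM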
NR2E3 ag-1: inhibitors of NR2E3-RetCOR corepressor binding, primary screen, NR2E3 agonist project, biochemical, TR-FRET, GST-NR2E3, biotin-RetCOR; Photoreceptor-specific nuclear receptor (Homo sapiens), Q9Y5X4; 1536-well; inhibition of corepressor binding, % at 4.78 µM; actives 0.12% (n = 320,000); AID 2300, 2010;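 active means percent inhibition above the cutoff of mean plus 3 SD of all tested compounds, set per screening campaign, cut at about 20% in these data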;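 further: 0% = DMSO wells and 100% = biotin wells as full block of FRET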
Target sequence (Q9Y5X4 whole entry, looked up): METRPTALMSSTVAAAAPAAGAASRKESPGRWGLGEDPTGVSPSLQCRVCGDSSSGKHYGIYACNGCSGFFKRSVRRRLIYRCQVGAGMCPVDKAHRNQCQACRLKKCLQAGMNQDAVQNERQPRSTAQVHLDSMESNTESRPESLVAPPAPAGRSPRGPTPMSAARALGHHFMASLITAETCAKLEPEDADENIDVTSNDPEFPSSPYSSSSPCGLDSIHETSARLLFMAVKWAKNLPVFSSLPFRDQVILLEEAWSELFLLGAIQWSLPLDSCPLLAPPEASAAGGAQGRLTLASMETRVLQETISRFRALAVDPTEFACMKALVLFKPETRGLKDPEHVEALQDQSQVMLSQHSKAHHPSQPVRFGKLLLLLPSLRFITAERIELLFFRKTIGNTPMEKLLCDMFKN
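Test system: GST-NR2E3 and biotin-RetCOR proteins | Quantity: 1.35 nM GST-tagged NR2E3 final | Medium: Tris pH 7.5 | Also added: 7 nM biotin-RetCOR | Dosing: Compound at 4.8 µM, single dose | Timing: 5 h at 4 °C | Detection: Time-resolved FRET | Read-out basis: Percent inhibition | Benchmarks: Biotin wells as high control, 0.6% DMSO wells as low control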
aDG glyco up: activators of alpha-DG glycosylation, primary screen, uHTS, Pro5-aDG cells, AlphaScreen; alpha-DG glycosylation AlphaScreen (IIH6); 0% Pro5, 100% B10-LARGE cell signal; activation, % at 10 µM; actives 0.22% (n = 360,000); AID 624168, 2012;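 active means activation of at least 8% versus controls, or a plate z-score of at least 8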;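 further: Pro5 are CHO cells carrying HIG-tagged alpha-DG that lacks glycosylation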
Peg3 promoter: Peg3 promoter-driven luciferase inhibitors, primary screen, cell-based, HeLa, luciferase luminescence; inhibition, % at 20 µM; HeLa PEG-Prom luciferase reporter, overnight; actives 1.7% (n = 360,000);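 active means inhibition of at least 50% at 20 µM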
CF NFkB block: inhibitors of PAF-induced NF-kB signaling, primary screen, cell-based, GFP fluorescence, uHTS. KKLEB NF-kB-GFP reporter, GFP fluorescence overnight. inhibition, % at 5 µM. actives 0.86% (n = 360,000). AID 588850, 2011;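 active means at least 50% inhibition at 5 µM, scaled per plate between neutral and stimulator controls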;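 further: PAF is a Pseudomonas aeruginosa culture filtrate used as stimulus; plate controls were PAF-stimulated DMSO wells for no effect and unstimulated DMSO wells for full effect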
KKLEB tox: cytotoxicity in KKLEB CF airway cells, primary screen, cytotoxicity control for CF NF-kB inhibitor project, cell-based, uHTS, fluorescence assay plates | KKLEB CF airway cells viability, ATPlite luminescence, overnight; active compounds read low; cells stimulated with P. aeruginosa culture filtrate | activity change (cytotoxicity), % at 5 µM | AID 602141, 2011 | actives 0.36% (n = 360,000);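 active means corrected activity change at or below -50% at 5 µM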
NR2E3 ag-2: NR2E3 agonists in two-hybrid cells, primary screen, cell-based, luminescence, CHO-S, Gal4-NCOR/VP16-NR2E3 | Photoreceptor-specific nuclear receptor (Homo sapiens), Q9Y5X4 | luciferase | inhibition of corepressor binding, % at 3.98 µM | actives 0.35% (n = 360,000) | AID 602229, 2012;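 active means inhibition above the mean of all tested compounds plus 3 SD, cut at about 70% in these data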;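 further: 0% = DMSO with NR2E3 transfected cells and 100% = cells lacking NR2E3 construct; higher means lower luciferase signal from less NR2E3 corepressor binding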
Shn3 3UTR inh: reduction of Shn3 3'UTR firefly luciferase signal, primary screen, Schnurri-3 inhibitor project, cell-based, Clone20 osteoblasts, set 2; Clone20 osteoblast Shn3 3'UTR firefly luciferase, 24 h; inhibition, % at 12.5 µM; actives 0.52% (n = 360,000);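 active means mean inhibition of at least 75% with every replicate also reaching 75%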;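 further: 0% = median of neutral control wells and 100% = pilot-screen positive control compound; some compounds past the cut are filed as inactive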
Numbers without * were called inactive; · = no result given.

SMILES	TWEAK-Fn14 inh	iPSC survival up	TRPM1 prom inh	HIF-2a block	NR2E3 ag-1	aDG glyco up	Peg3 promoter	CF NFkB block	KKLEB tox	NR2E3 ag-2	Shn3 3UTR inh
Cc1onc(-c2ccccc2Cl)c1C(=O)Nc1cnn(Cc2ccccc2)c1	-40	1.3	-10	18	1	-0.2	11	-38	-2	-34	6
CC(Sc1ccccc1)C(=O)N1CCN(S(=O)(=O)c2ccc(Cl)cc2)CC1 (stereo not given)	-14	-0.2	4	8	4	-0.1	19	1	2	-24	16
O=C(N/N=C/c1cccn1-c1ccc([N+](=O)[O-])cc1)c1cccnc1	15	-0.4	11	25	1	-0.2	20	14	-16	7	11
CN1C(=O)NC(=O)C1c1ccccc1 (stereo not given)	18	-1.8	6	0	·	-0.3	5	17	-8	-35	10
CCCc1nc2ccccc2c(=O)n1NC(=O)c1c(O)c2ccccc2n(C)c1=O	39	-0.8	9	23	1	0.2	29	14	1	-25	-2
C=CCn1c(SCC(=O)Nc2nc(C)cs2)nnc1C(NC(=O)c1ccccc1)C(C)C (stereo not given)	12	1.1	9	17	-2	0.0	4	-1	5	-16	-9
CCCn1c(=O)c2c(nc3n2CCS3)n(C)c1=O	-12	0.1	5	11	2	0.0	1	-18	13	5	2
Nc1ncnc2c1ncn2[C@@H]1O[C@H](C(=O)N[C@@H](CO)c2ccccc2)[C@@H](O)[C@H]1O	9	17	·	-3	·	0.2	8	-15	9	24	7
COc1ccc(S(=O)(=O)N2CCCCC2)cc1NC(=O)CCC(=O)N1CCC(c2ccccc2)=N1	5	-0.5	4	3	·	0.6	-3	-5	-3	3	12
O=C(COC(=O)c1c(Cl)cccc1Cl)Nc1ccccc1Br	-45	4.3	-37	-140	1	0.8	-99	2	-3	-44	-20
Cc1ccc(S(=O)(=O)N2CCN(CCO)CC2)cc1-c1nnc2c3ccccc3c(C)nn12	-1	6.1	-15	2	-2	0.1	8	1	2	-5	30
Cc1ccc(CNC(=O)CS(=O)(=O)c2cn(CC(=O)N3CCOCC3)c3ccccc23)cc1	-4	-0.1	4	17	1	0.2	13	-10	7	20	-1
CC(=O)Oc1ccc(-c2ccc(C(=O)O)cc2)cc1	-7	-1.0	1	-2	2	-0.3	-2	-20	3	-3	-7
COc1ccc(Cl)cc1NC(=O)C(OC)c1ccccc1 (stereo not given)	9	2.2	10	7	4	0.1	20	6	-3	-4	4
O=C(NCCN1CCOCC1)c1ccc([N+](=O)[O-])cc1[N+](=O)[O-]	10	-0.1	11	14	3	0.4	9	0	6	-25	-7
Cc1ccc(Cl)cc1N1CCN(C(=O)c2cc3c(=O)n(C)c4ccccc4c3n2C)CC1	9	0.0	·	-22	1	1.5	28	5	-12	-13	12
COc1cccc(Nc2cc(C)nc3ccccc23)c1	-1	-1.2	11	34	-4	1.1	28	-25	7	-8	38
O=C(COC(=O)Cc1cccc(C(F)(F)F)c1)NC1CCS(=O)(=O)C1 (stereo not given)	8	0.3	2	2	-2	0.1	-6	13	-3	-18	-15
CCOC(=O)c1c(CSc2ccc(CC)cc2)oc2ccc(O)c(CN(C)C)c12	28	0.0	45	6	0	-0.4	98*	38	-21	1	90*
CC(Oc1ccc(Br)cc1Br)C(=O)Nc1cccnc1Cl (stereo not given)	2	-0.1	2	-17	·	1.2	-25	-9	-14	6	-4
Cc1cc(NC(=O)Nc2cccc(Cl)c2)n(-c2ccccn2)n1	20	-0.1	-14	-78	0	0.3	-11	-1	-21	-18	4
COCCCNCCOc1cc(C(C)C)ccc1C	-14	-1.5	-5	6	1	0.5	3	-5	-24	-12	42
CC1CCc2sc(C(=O)OCC(=O)NC(C)C)cc2C1 (stereo not given)	13	0.7	0	6	4	0.8	-7	-20	7	18	-4
COC(=O)CCCCCNc1ccc(C(=O)OC)cc1N	-5	-1.0	5	8	-4	-0.4	-1	4	-10	-28	-4
COc1cc(-c2cc(C(=O)Nc3ccc(C)c(S(=O)(=O)N4CCOCC4)c3)c3ccccc3n2)cc(OC)c1OC	3	3.4	2	2	·	-0.8	52*	34	-26	9	25

Copied from the list.
C=CCn1c(SCC(=O)Nc2nc(C)cs2)nnc1C(NC(=O)c1ccccc1)C(C)C (stereo not given) in NR2E3 ag-2 → -16
O=C(N/N=C/c1cccn1-c1ccc([N+](=O)[O-])cc1)c1cccnc1 in Peg3 promoter → 20
Nc1ncnc2c1ncn2[C@@H]1O[C@H](C(=O)N[C@@H](CO)c2ccccc2)[C@@H](O)[C@H]1O in Peg3 promoter → 8
CC(Sc1ccccc1)C(=O)N1CCN(S(=O)(=O)c2ccc(Cl)cc2)CC1 (stereo not given) in iPSC survival up → -0.2
COc1cccc(Nc2cc(C)nc3ccccc23)c1 in CF NFkB block → -25

Some of the entries so far, with each value named:
Cc1ccc(S(=O)(=O)N2CCN(CCO)CC2)cc1-c1nnc2c3ccccc3c(C)nn12
  TWEAK-Fn14 inh = -1
  iPSC survival up = 6.1
  TRPM1 prom inh = -15
  HIF-2a block = 2
  NR2E3 ag-1 = -2
  aDG glyco up = 0.1
  Peg3 promoter = 8
  CF NFkB block = 1
  KKLEB tox = 2
  NR2E3 ag-2 = -5
  Shn3 3UTR inh = 30
O=C(N/N=C/c1cccn1-c1ccc([N+](=O)[O-])cc1)c1cccnc1
  TWEAK-Fn14 inh = 15
  iPSC survival up = -0.4
  TRPM1 prom inh = 11
  HIF-2a block = 25
  NR2E3 ag-1 = 1
  aDG glyco up = -0.2
  Peg3 promoter = 20
  CF NFkB block = 14
  KKLEB tox = -16
  NR2E3 ag-2 = 7
  Shn3 3UTR inh = 11
CCCc1nc2ccccc2c(=O)n1NC(=O)c1c(O)c2ccccc2n(C)c1=O
  TWEAK-Fn14 inh = 39
  iPSC survival up = -0.8
  TRPM1 prom inh = 9
  HIF-2a block = 23
  NR2E3 ag-1 = 1
  aDG glyco up = 0.2
  Peg3 promoter = 29
  CF NFkB block = 14
  KKLEB tox = 1
  NR2E3 ag-2 = -25
  Shn3 3UTR inh = -2

Next section:
SMILES	TWEAK-Fn14 inh	iPSC survival up	TRPM1 prom inh	HIF-2a block	NR2E3 ag-1	aDG glyco up	Peg3 promoter	CF NFkB block	KKLEB tox	NR2E3 ag-2	Shn3 3UTR inh
O=C(Oc1ccc(N(C(=O)c2ccncc2)S(=O)(=O)c2cccs2)cc1)c1ccncc1	33	-1.4	3	17	4	-0.1	14	14	7	-25	17
CCOc1ccc(-c2cc(N3C(=O)Nc4ccccc4N3O)on2)cc1	31	-3.5	17	-8	2	-0.1	-3	-1	3	-56	-10
O=C(CN(c1ccccc1)S(=O)(=O)c1ccc(F)cc1)NC1CCS(=O)(=O)C1 (stereo not given)	-1	-0.1	1	12	-2	0.7	18	-4	-2	-11	-28
CC1CCN(S(=O)(=O)c2ccc3c(c2)N(CC(=O)NCCCN2CCCCC2C)C(=O)CS3)CC1 (stereo not given)	-19	-0.4	-6	8	-1	-0.3	-3	-1	8	-41	0
O=C(CSc1nnc(NC(=O)C2CC2)s1)NCc1cccs1	-4	-0.4	-4	13	3	0.0	9	3	2	-21	-2
CCN(C(=O)COC(=O)CCCOc1ccc(Cl)cc1C)c1c(N)n(Cc2ccccc2)c(=O)[nH]c1=O	-28	-1.4	12	4	·	0.5	18	18	-9	-5	6
Cc1ccc(-n2nnnc2SCn2nnc3ccccc3c2=O)c(C)c1	21	3.8	11	-70	0	2.0	-23	17	-6	92*	70
CCCn1c2ccccc2c2cnn(CC(=O)NCCCN3CCCCC3CC)c(=O)c21 (stereo not given)	-19	0.4	-19	10	-2	0.1	17	7	-6	-3	10
Cc1noc(C)c1C(=O)N1CCN(c2ccccc2O)CC1	8	-2.3	4	7	0	0.0	12	4	7	4	-5
Cc1ccc(F)cc1NC(=O)C1CCN(c2cnccn2)CC1	-2	4.1	-4	13	2	0.2	-2	-3	-14	-6	-10
O=C(C1CC1)N(Cc1nc2ccccc2c(=O)[nH]1)Cc1cccs1	0	-0.6	7	16	1	-0.1	2	-8	-1	-11	14
CCCN1C(=O)/C(=C\C=C2/Sc3ccccc3N2CCO)SC1=S	13	-0.8	8	3	3	0.1	20	-2	-6	-18	15
Cc1nn(C)cc1CN(C)C(=O)c1cc2nc(-c3ccco3)cc(C(F)(F)F)n2n1	-4	-1.1	-8	13	3	0.0	8	22	-7	-15	3
CCOC(=O)C1CCN(C(=O)C2CCN(S(=O)(=O)c3cccc4nsnc34)CC2)CC1	10	-0.1	-6	18	2	0.0	5	11	9	-13	-4
O=C(O)c1cccc2c1C(=O)c1ccc(N3CCCC3)cc1S2(=O)=O	1	0.1	-11	10	3	-0.4	8	19	3	17	-36
CCN(C(=O)CN1CCCC(C)C1)c1c(N)n(Cc2ccccc2)c(=O)[nH]c1=O (stereo not given)	-3	5.0	-3	3	·	-0.2	-10	13	15	4	13
COc1cccc(CNc2ccc3c(c2)CCC3)c1	51*	-1.8	-18	-110	3	-0.2	-148	-7	-3	-49	-37
O=C(O)CCc1nn2c3ccccc3n(Cc3ccccc3)c2nc1=O	20	-0.8	-6	17	0	0.0	0	-16	-7	2	3
c1nnc(NC2=NCCCCC2)s1	7	1.1	-6	-23	6	0.0	-21	2	-1	-16	-31
CN(CCc1ccccc1)C1CCCN(S(=O)(=O)c2cccc(F)c2)C1 (stereo not given)	5	2.2	2	-22	2	-0.1	-8	-1	-4	15	-11
Nc1ccc(O)cc1C(=O)OCC(=O)C12CC3CC(CC(C3)C1)C2	14	2.2	-8	-15	-2	-0.5	-21	-13	13	-18	-2
COC(=O)c1ccc(/C=N/NC(=O)CC(=O)NCC(C)C)cc1	9	9.8	10	16	1	0.1	-2	-10	-6	-25	8

High-throughput results from PubChem BioAssay.
